LYP phosphatase: inhibitors of LYP phosphatase, biochemical, fluorescence intensity, uHTS (AID 1779); recombinant LYP phosphatase, fluorescence intensity; higher % means a stronger effect; actives 0.054% (n = 290,000); inhibition, % at 11.5 µM; hits with a dose series show IC50 in µM; in the data active means inhibition above about 50%;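 further: plate controls were vehicle with enzyme for no effect and no enzyme for full effect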
Myeloid diff MLP: induction of myeloid progenitor differentiation, primary screen, cell-based, flow cytometry, MLPCN library; ER-HoxA9 myeloid progenitors, lysozyme-GFP differentiation; calls only at 10 µM; actives 1% (n = 360,000);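 active means normalized GFP-positive differentiation at or above the plate's own cutoff, the solvent-only control mean plus 3 SD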;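 further: cells exposed to compound for four days before flow analysis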
Myeloid diff MLP GFP+ MAC1+ %: recorded beside Myeloid diff MLP, whose call it bears; GFP+ MAC1+ double positive, %; measured here: differentiation confirmed by MAC1 staining
Numbers without * were called inactive; i = inactive; + = active, no number.

molecule | LYP phosphatase | Myeloid diff MLP | Myeloid diff MLP GFP+ MAC1+ %
CC(C)c1ccc(NC(=O)C2CCCN(S(=O)(=O)c3ccc4c(c3)C(C)(C)C(=O)N4C)C2)cc1 (configuration not stated) | 0% | i | 4.3
Cc1cc(NC(=O)CCC(=O)N(c2cccc(F)c2)C(C(=O)NC2CCCC2)c2ccccc2)no1 (configuration not stated) | -6% | i | 2.0
O=C(NCc1ccccc1)C1CCCN(S(=O)(=O)c2ccc(-n3cnnn3)cc2)C1 (configuration not stated) | -14% | i | 0.9
O=C(Nn1c(COc2ccccc2)nc2ccccc2c1=O)C(Cl)(Cl)Cl | -14% | i | 0.4
CCOc1ccc(N2CC(C(=O)Nc3nnc(Cc4ccc(OC)cc4)s3)CC2=O)cc1 (configuration not stated) | -8% | i | 0.1
Cc1ccc(-c2noc(CCC(=O)NC3CC3)n2)cc1 | -13% | i | 0.7
COc1ccc2ccccc2c1/C=N/NC(=O)c1cccc([N+](=O)[O-])c1 | -6% | i | 0.5
C#CCN(CC=C)C(=O)C1CCC(=O)N(CCCc2ccccc2)C1 (configuration not stated) | -7% | i | 0.3
COC(=O)c1c(NC(=O)C(=O)NCCCN2CCOCC2)sc2c1CC(C)(C)OC2 | -7% | i | 1.0
CC(=O)n1cc(/C=N/NC(=O)c2ccc([N+](=O)[O-])cc2)c2ccccc21 | -4% | i | 0.5

Next section.
molecule | LYP phosphatase | Myeloid diff MLP | Myeloid diff MLP GFP+ MAC1+ %
O=C(Nc1ccccc1)OCCNC(=O)c1cccc(Br)c1 | -9% | i | 0.4
Cc1c(NC(=O)Nc2ccc3c(c2)OCO3)cccc1[N+](=O)[O-] | -8% | i | 1.3
NC(=O)c1ccccc1NC(=O)c1ccc2c(c1)OCO2 | -6% | i | 0.6
O=C(O)C1C2CCC(C2)C1C(=O)N1CCCC1 (configuration not stated) | -10% | i | 1.1
Cc1ccc(NC(=S)N2CCC(NC(=O)C3CCCCC3)CC2)cc1C | -10% | i | 1.2
CCN(CC(=O)N1CCCC1)S(=O)(=O)c1cc(C)ccc1OC | -7% | i | 0.4
Cc1ccc(CNC(=O)C(=O)NCC2OCCN2S(=O)(=O)c2ccc(C)cc2)cc1 (configuration not stated) | -1% | i | 1.1
Cc1ccc(NC(=O)CCCCCN2C(=O)[C@@H]3Cc4ccccc4CN3C2=O)cc1 | -6% | i | 2.0
C=CCNC(=O)N1CCC(n2nccc2NC(=O)CCc2ccccc2)CC1 | -8% | i | 2.1
CC(=O)c1cn(CC(=O)Nc2ccccc2Cl)c2ccccc12 | -12% | i | 0.9

Further structures follow.
molecule | LYP phosphatase | Myeloid diff MLP | Myeloid diff MLP GFP+ MAC1+ %
Cc1cc(C)cc(NC(=O)CCc2c(C)nn(-c3ccc(N4CCOCC4)nn3)c2C)c1 | -12% | i | 3.1
CC(=O)Nc1cccc(NC(=O)CCNC(=O)c2ccc(Cl)cc2)c1 | -8% | i | 0.7
CCC(=O)Nc1nc(C)c(-c2csc(Nc3cccc(O)c3)n2)s1 | 0% | i | 0.7
CCS(=O)(=O)c1ccc2oc(Nc3cc(Cl)ccc3OC)nc2c1 | -9% | i | 0.2
O=C(Nc1ccccc1C(=O)Nc1ccc(Cl)cc1)c1cccnc1 | -5% | i | 0.5
Cc1ccccc1NC(=O)CN(C)S(=O)(=O)c1ccc2c(c1)n(C)c(=O)c(=O)n2C | -7% | i | 2.7
Cc1ccc(NC(=O)CN2C(=O)S/C(=C\c3cc(Cl)c(OCC(=O)O)c(Cl)c3)C2=O)cc1 | 1% | i | 0.6
O=C(O)CN1C(=O)/C(=C\c2cc(Br)ccc2OCc2ccc(Cl)cc2Cl)SC1=S | 1% | i | 0.6
Cc1ccc2nc3c(cc2c1)c(C)nn3-c1ccccc1 | -10% | i | 0.7
Nc1c(C(=O)Nc2ccccc2Cl)nnn1-c1ccc2c(c1)OCCO2 | -7% | i | 0.8

Following part
molecule | LYP phosphatase | Myeloid diff MLP | Myeloid diff MLP GFP+ MAC1+ %
CCN(C(=O)c1cc2c(=O)n3ccccc3nc2s1)C1CCCCC1 | -7% | i | 0.9
Cc1ccc(C(C)C)c(OCC(=O)Nc2sc3c(c2C#N)CC(C)(C)NC3(C)C)c1 | -10% | i | 1.6
Cc1c(OCC(=O)NCC(O)c2ccccc2)ccc2c3c(c(=O)oc12)CCCC3 (configuration not stated) | -1% | i | 0.8
COc1ccccc1C(=O)NC(=O)COC(=O)CCOc1cc(C)ccc1C | -5% | i | 0.6
COc1ccc(N(CC(=O)NCc2ccccc2Cl)S(=O)(=O)c2c(C)n[nH]c2C)cc1 | 0% | i | 1.9
O=C(N/N=C/c1ccc(Cl)cc1Cl)c1ccc2nc[nH]c2c1 | 0% | i | 0.0
CC(C)(C)Nc1c2ccccc2nc2ccccc12 | -6% | i | 1.0
CN(C)N=Nc1ccc(S(=O)(=O)/N=C(\O)c2ccccc2)cc1 | -8% | i | 0.7
CC(C)(C)c1ccc(C(CC(=O)O)NC(=O)C23CC4CC(CC(C4)C2)C3)cc1 (configuration not stated) | -1% | i | 1.1
O=C(NC1CCCc2c1cnn2-c1cc(F)cc(F)c1)c1ccc[n+]([O-])c1 (configuration not stated) | -10% | i | 1.0

Some of the entries above, set out differently:
Cc1c(NC(=O)Nc2ccc3c(c2)OCO3)cccc1[N+](=O)[O-]
  LYP phosphatase = -8%	Myeloid diff MLP = i	Myeloid diff MLP GFP+ MAC1+ % = 1.3

NC(=O)c1ccccc1NC(=O)c1ccc2c(c1)OCO2
  LYP phosphatase = -6%	Myeloid diff MLP = i	Myeloid diff MLP GFP+ MAC1+ % = 0.6

O=C(O)C1C2CCC(C2)C1C(=O)N1CCCC1 (configuration not stated)
  LYP phosphatase = -10%	Myeloid diff MLP = i	Myeloid diff MLP GFP+ MAC1+ % = 1.1

Cc1ccc(NC(=S)N2CCC(NC(=O)C3CCCCC3)CC2)cc1C
  LYP phosphatase = -10%	Myeloid diff MLP = i	Myeloid diff MLP GFP+ MAC1+ % = 1.2

Later entries.
molecule | LYP phosphatase | Myeloid diff MLP | Myeloid diff MLP GFP+ MAC1+ %
COc1ccc(S(=O)(=O)Nc2ccccc2C(=O)N2CCCCC2)cc1C | -7% | i | 0.5
COc1ccc(CCNC(=O)C2CCN(C(=O)c3ccc(OC)c(OC)c3)CC2)cc1 | -9% | i | 0.4
O=C(/C=C/c1ccc(F)cc1)NC(=S)NNC(=O)[C@H]1C[C@@H]1c1ccccc1 | -3% | i | 1.1
CC1CC(C)CN(C(=O)CCNC(=O)Cn2ccc3ccccc3c2=O)C1 (configuration not stated) | -5% | i | 0.8
CC(=O)Oc1ccc2c(=O)oc(-c3ccccc3C)nc2c1 | -12% | i | 0.7
COc1ccc(NC(=O)CN(C)S(=O)(=O)c2cnc[nH]2)cc1Cl | -2% | i | 1.3
CC(CC(=O)NCCc1ccc(Cl)cc1)S(=O)(=O)c1ccc2c(c1)NC(=O)CO2 (configuration not stated) | -6% | i | 3.2
COc1cccc(CNC(=O)CSc2nnc3c(n2)[nH]c2ccc(F)cc23)c1 | -13% | i | 0.5
COc1ccc(NC(=O)NCc2ccc(Cl)cc2)cc1 | -8% | i | 6.7
CCCC(C)NC(=O)C1CCN(C(=O)C2CC(=O)N(c3ccc(C)cc3)C2)CC1 (configuration not stated) | 0% | i | 3.4

Further structures.
molecule | LYP phosphatase | Myeloid diff MLP | Myeloid diff MLP GFP+ MAC1+ %
CC(CNC(=O)c1cc(COc2ccc3ncccc3c2)on1)c1ccccc1 (configuration not stated) | -1% | i | 0.2
CC(C)OCCCNC(=O)c1ccc(CN2CCc3ccccc3C2)cc1 | -6% | i | 0.7
COc1c(C)cccc1C(=O)Nc1ccc(OCC(=O)N2CCOCC2)cc1C | -11% | i | 3.8
O=C(CCc1ccccn1)N1CCCC(Nc2ccc(F)cc2)C1 (configuration not stated) | 0% | i | 0.5
C/C(=N\NC(=O)c1nnn(-c2nonc2N)c1-c1ccc2c(c1)OCO2)c1ccc(C)cc1 | 8% | i | 0.9
O=C(Cn1ncc2c3ccccc3n(Cc3ccccc3)c2c1=O)NCCCN1CCCC1 | -8% | i | 3.3
CCOC(=O)CCC(=O)Nc1ccc(S(=O)(=O)Nc2cc(OC)nc(OC)n2)cc1 | -9% | i | 0.2
CN(C)CCN(C(=O)c1ccc2ccccc2c1)c1nc2c(F)cccc2s1 | -13% | i | 3.0
O=C(CCS(=O)(=O)c1ccc(Br)cc1)NCc1ccc(F)cc1 | -5% | i | 5.9
COc1ccc(NC(=O)c2c(C)nn(-c3ccccc3)c2Cl)cc1 | -8% | i | 0.6

Full records, quoted from the list:
COc1ccc(NC(=O)c2c(C)nn(-c3ccccc3)c2Cl)cc1 in the list: LYP phosphatase = -8%; Myeloid diff MLP = i; Myeloid diff MLP GFP+ MAC1+ % = 0.6
O=C(CCc1ccccn1)N1CCCC(Nc2ccc(F)cc2)C1 (configuration not stated) in the list: LYP phosphatase = 0%; Myeloid diff MLP = i; Myeloid diff MLP GFP+ MAC1+ % = 0.5
COc1c(C)cccc1C(=O)Nc1ccc(OCC(=O)N2CCOCC2)cc1C in the list: LYP phosphatase = -11%; Myeloid diff MLP = i; Myeloid diff MLP GFP+ MAC1+ % = 3.8

Continued.
molecule | LYP phosphatase | Myeloid diff MLP | Myeloid diff MLP GFP+ MAC1+ %
COC(=O)c1cc(CSc2ncnc3sccc23)oc1C | -3% | i | 1.2
CN(C)C(=O)c1ccccc1NC(=O)Cc1cccc2ccccc12 | -8% | i | 0.8
COc1ccc2cc(C(=O)/C=C/c3cc(OC)c(OC)c(OC)c3)ccc2c1 | -7% | i | 0.2
COc1cc(/C=C2/SC(=S)N(Cc3ccccc3)C2=O)cc(OC)c1O | 4% | + | 6.9*
O=C(Cc1ccccc1[N+](=O)[O-])NNC(=O)Nc1ccc2c(c1)OCO2 | -13% | i | 1.1
O=C(Nc1ccc(Br)cc1)c1cccc2c1C(=O)N(C1CCCCC1)C2 | -2% | i | 1.4
O=C(c1cccs1)N1CCN(C23CC4CC(CC(C4)C2)C3)CC1 | -7% | i | 0.4
COc1ccc(NC(=O)CN2C(=O)NC(C)(c3ccccc3)C2=O)c(OC)c1 (configuration not stated) | -3% | i | 2.6
COc1ccc(N(CC(=O)Nc2ccc(C)cc2)S(=O)(=O)c2c(C)noc2C)cc1 | -7% | i | 2.5
COc1ccc(OCC(=O)NC2CCCc3ccccc32)cc1 (configuration not stated) | -5% | i | 1.4

Following part:
molecule | LYP phosphatase | Myeloid diff MLP | Myeloid diff MLP GFP+ MAC1+ %
CCOC(=O)N/N=C\c1cccc(OC)c1OC/C=C/c1ccccc1 | -5% | i | 0.6
Cc1cc(-c2ccc(C)c(S(=O)(=O)NCC3CCN(Cc4cccc(F)c4)CC3)c2)on1 | -4% | i | 0.2
COc1ccc(NC(=O)Nc2ccc3c(c2)CCC3)cc1 | -7% | i | 2.2
CCn1cnc2c1c(=O)[nH]c(=O)n2Cc1ccccc1 | -2% | i | 0.6
C=C(C)CSc1nc2sc3c(c2c(=O)n1-c1ccc(C)cc1)CCN(C)C3 | -2% | i | 0.4
Cc1ccc(NC(=O)CCC(=O)N/N=C/c2ccc(O)cc2O)cc1 | -4% | i | 0.6
COC(=O)C1(Cc2cc(-c3ccc(Cl)cc3)no2)CCN(C(=O)OC(C)(C)C)CC1 | -11% | i | 1.1
COc1ccc(NC(=O)CCCC(=O)OCC(=O)c2cccc(OC)c2)cc1 | 0% | i | 3.8
O=C(c1ccc2c(=O)n(Cc3ccccc3)c(=S)[nH]c2c1)N1CCCC1 | -8% | i | 1.4
Cc1ccc(NC(=O)CCCCCN2C(=O)[C@@H]3Cc4ccccc4CN3C2=O)c(Cl)c1 | -2% | i | 1.7

Carrying on.
molecule | LYP phosphatase | Myeloid diff MLP | Myeloid diff MLP GFP+ MAC1+ %
Cc1ccc(CN(C(=O)COc2cccc(C)c2C)C2CCS(=O)(=O)C2)o1 (configuration not stated) | -8% | i | 2.5
O=C(NCCCc1ccccc1)c1ccc(F)cc1 | -9% | i | 1.0
S=c1[nH]nc(-c2ccc(Cl)cc2)n1-c1ccc(Cl)cc1 | -5% | i | 0.6
CCc1c(C)nc2c(-c3ccccc3)c(-c3ccccc3)[nH]n2c1=O | -5% | i | 1.1
CC(C)NC(=O)c1ccccc1NC(=O)C1CC(=O)N(C(C)C)C1 (configuration not stated) | -2% | i | 0.5
Cc1cccc(/C=N/NC(=O)Cc2ccc(Cl)cc2)c1O | -4% | i | 0.8
CCC1CCCCN1S(=O)(=O)c1ccc([N+](=O)[O-])cc1 (configuration not stated) | -3% | i | 0.6
COc1ccccc1OCCNC(=O)c1ccco1 | -3% | i | 0.9
CC(C(=O)NCc1cccc(Cl)c1)N1C(=O)c2ccccc2C1=O (configuration not stated) | -6% | i | 0.1
O=C(NCc1ccc(F)cc1)NC(=O)c1ccc(Cl)cc1 | -9% | i | 2.2

(list continues)
molecule | LYP phosphatase | Myeloid diff MLP | Myeloid diff MLP GFP+ MAC1+ %
COc1cccc(NC(=O)c2ccc3c(c2)OCO3)c1 | -9% | i | 0.2
O=C(NCc1ccco1)c1ccc(Cl)cc1[N+](=O)[O-] | -4% | i | 0.4
O=C(CN1C(=O)c2ccccc2S1(=O)=O)NCCSCc1cccc(Cl)c1 | -5% | i | 0.5
COc1ccc(C=O)cc1CSc1ncccc1C(=O)O | -4% | i | 1.3
CCOC(=O)N1CCN(C(=O)c2c[nH]c3ccc(S(=O)(=O)N(C)c4ccccc4C)cc3c2=O)CC1 | -2% | i | 0.3
O=C(O)c1cc2cccc(S(=O)(=O)N3CCCCC3)c2cc1O | -2% | i | 0.7
Cc1cccn2c(=O)c3cc(C(=O)NCC4CCCO4)c(=N)n(Cc4ccc(F)cc4)c3nc12 (configuration not stated) | -51% | i | 1.4
CCOC(=O)C1CCCN(S(=O)(=O)c2cc(C(=O)OC)n(C)c2)C1 (configuration not stated) | -6% | i | 4.1
O=C(NCc1ccccc1)C(c1cccnc1)N(C(=O)c1ccccn1)c1cccc(F)c1 (configuration not stated) | -11% | i | 3.4
CSc1ncc(Cl)c(C(=O)Nc2ccccc2Br)n1 | 0% | i | 1.1

High-throughput results as filed in PubChem BioAssay.

An excerpt; the hit share may differ from the screen's.
